Compound activity: PubChem, National Center for Advancing Translational Sciences (NCATS)
TRHR agonist – TRH receptor (human) agonism; P34981; TRHR cells, calcium flux fluo-8, FDSS agonist mode; activation, % at 2 µM; AID 493084; hit rate 0.18% among 360,000; in the data active = activation above about 30%; also: 0% is about no effect
Target sequence (P34981 whole entry, looked up): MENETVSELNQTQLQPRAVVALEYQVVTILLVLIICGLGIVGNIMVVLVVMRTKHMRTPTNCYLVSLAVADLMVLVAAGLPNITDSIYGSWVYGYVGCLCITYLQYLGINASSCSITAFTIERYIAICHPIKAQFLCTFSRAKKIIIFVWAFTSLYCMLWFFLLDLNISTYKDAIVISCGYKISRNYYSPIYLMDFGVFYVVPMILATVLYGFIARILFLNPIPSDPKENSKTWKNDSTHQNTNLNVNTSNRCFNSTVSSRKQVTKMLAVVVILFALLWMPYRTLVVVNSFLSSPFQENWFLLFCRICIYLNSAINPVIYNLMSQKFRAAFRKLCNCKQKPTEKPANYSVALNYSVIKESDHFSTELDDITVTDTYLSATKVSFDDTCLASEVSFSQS
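In this calcium-flux screen, cells bearing human TRHR are dye-loaded with fluo-8, baselined for 10 cycles, then exposed to library compounds; positive kinetic calcium responses during the agonist phase mark hits, with TRH as control.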
Anesthetic bind – candidate novel general anesthetic via apoferritin binding; AID 485281; P02791; hit rate 0.074% among 350,000; Potency, µM (titrated, usually from 77.5 µM), without a hit: at the top dose activity change, negative = displacement, actives largely listed as inhibitors; apoferritin/1-aminoanthracene competitive binding, fluorescence; also: potency is read from the fitted curve at half-maximal effect; % is scaled to controls: 0 for no effect and ±100 for the full control effect; nearly all actives have a fitted effect of over 20% in size
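Horse-spleen apoferritin (10 uM) was mixed with 50% saturated 1-aminoanthracene in PBS, exposed to compounds for 10 min at room temperature, and read for fluorescence (ex 380 nm, em 535 nm). Competitive displacement was fitted with a four-parameter Hill equation.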
D2 potentiator – positive allosteric modulators of human D2 dopamine receptor; P14416; potentiation, % at 10 µM; hit rate 0.34% among 340,000; HEK293 T-REx D2, calcium flux, EC20 dopamine potentiation;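 active = potentiation over 3 SD above the plate norm, cut at about 30% in these data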; also: 0% is about no effect
Target sequence (P14416 whole entry, looked up): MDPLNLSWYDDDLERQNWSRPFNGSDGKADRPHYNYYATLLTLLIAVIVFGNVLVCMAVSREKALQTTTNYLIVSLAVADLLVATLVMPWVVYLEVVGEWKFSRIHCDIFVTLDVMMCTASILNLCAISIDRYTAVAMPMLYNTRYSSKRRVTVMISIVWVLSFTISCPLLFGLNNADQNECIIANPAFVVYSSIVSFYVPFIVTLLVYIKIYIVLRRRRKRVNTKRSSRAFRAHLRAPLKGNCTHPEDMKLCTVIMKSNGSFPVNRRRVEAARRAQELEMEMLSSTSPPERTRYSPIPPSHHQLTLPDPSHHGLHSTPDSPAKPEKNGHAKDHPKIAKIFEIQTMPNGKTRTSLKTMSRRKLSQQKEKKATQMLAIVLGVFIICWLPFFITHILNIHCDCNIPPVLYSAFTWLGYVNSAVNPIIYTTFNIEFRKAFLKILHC
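Tetracycline-induced Hek293 Trex D2 cells, force-coupled to calcium, loaded with no-wash calcium dye. Compound added with 180 s kinetic read for agonism, then EC20 dopamine and a further 180 s read for potentiation.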
D1 agonist – agonists of human D1 dopamine receptor. P21728. HEK293 T-REx D1 cells, calcium flux, agonist mode. hit rate 1% among 360,000. activation, % at 2 µM. AID 504660; in the data active = activation above about 30%; also: 0% is about no effect
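Agonism was scored from calcium flux recorded over 180 s (1 read/s) after pintool compound addition, following a 10-cycle baseline. Cells were inducible force-coupled HEK293 TREx D1, plated overnight at 30 C and loaded with no-wash calcium dye.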
TRHR enhancer – TRH receptor (human) allosteric enhancement. TRHR cells, fluo-8 calcium fluorescence, EC20 TRH enhancement. AID 493056. enhancement, % at 2 µM. hit rate 0.66% among 360,000. P34981; in the data active = enhancement above about 30%; also: 0% is about no effect
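Enhancer read-out: after compound pinning and an initial kinetic agonist-mode read, an EC20 of TRH (10 nM final) was injected and fluo-8 calcium signal (Ex 480/Em 530) followed at 1 s/cycle for 100 cycles in TRHR-expressing cells.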
RXFP1 antagonist – RXFP1 (human) relaxin receptor antagonism. activity change, negative = inhibition, % at 57.5 µM. HEK293-RXFP1, relaxin-stimulated cAMP HTRF, 30 min; stronger effect = lower value. AID 1259400. hit rate 0.59% among 350,000;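 active = activity change of -60% or lower, but not beyond a set lower limit; inconclusive = change between -60% and -40%, or beyond the set limit; inactive = change above -40%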; also: % is scaled to controls: 0 for no effect and ±100 for the full control effect
RXFP1 ag – RXFP1 (human) receptor agonism; Q9HBX9; HEK293T-RXFP1 cAMP TR-FRET, 30 min; response scale: percent of porcine relaxin response, buffer zero; Potency, µM (doses to about 57.5 µM), for inactives: at the top dose activation, hits mostly activators; hit rate 0.3% among 370,000; AID 2676; also: potency is read from the fitted curve at half-maximal effect; % is scaled to controls: 0 for no effect and ±100 for the full control effect; nearly all actives have a fitted effect of over 60% in size; many of its hits are not listed in these tables
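Agonist response is measured as cAMP accumulation in an RXFP1-transfected HEK293T line under PDE4 inhibition. Values are scaled between buffer-only and 29 nM porcine relaxin, and EC50s come from standard Hill equation fits.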
D1 PAM – human D1 dopamine receptor positive modulation; P21728; potentiation, % at 10 µM; hit rate 0.036% among 360,000; HEK293 TREx D1 cells, calcium flux, dopamine EC20 potentiation; in the data active = potentiation above about 30%; also: 0% is about no effect
D1 antag – human D1 dopamine receptor antagonism; HEK293 TREx D1 cells, calcium flux, dopamine EC80; stronger effect = lower value; activity change, negative = inhibition, % at 10 µM; hit rate 3.2% among 360,000; in the data active = activity change below about -30%; also: % is scaled to controls: 0 for no effect and ±100 for the full control effect
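Cells carrying a force-coupled, tetracycline-inducible human D1 receptor report calcium flux. Each well gets a 10 s baseline, compound with 180 s monitoring, then an EC80 dopamine stimulus with a second 180 s kinetic read.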
* = called active by the depositor; ? = inconclusive; . = not tested or not shown; [ ] = dose if it differs, or a comment. Unless noted, calls follow the shape of the dose curve; as a rule, active = well fitted curve in the direction sought with a large enough effect; inconclusive = small, poorly fitted or top-dose-only effect, or another doubt; inactive = no such curve, though single readings can be large; an effect the other way counts as inactive or inconclusive. Not all compounds are listed, so the mix of outcomes need not match the whole.

SMILES	TRHR agonist	Anesthetic bind	D2 potentiator	D1 agonist	TRHR enhancer	RXFP1 antagonist	RXFP1 ag	D1 PAM	D1 antag
Cc1c(Cl)cccc1NC(=O)CNS(=O)(=O)c1cccs1	0.2	-1%	-5	0	3	.	1.0%	-3	-13
CCOC(=O)C1=C(C)NC(C)=C(C(=O)OCC)C1C(=O)OCC(N)=O	-0.3	-2%	-2	-3	-1	1	1.2%	-6	1
CCc1ccc2c(c1)cc(C)c1nnc(SCC(=O)Nc3cc(OC)c(OC)cc3C(=O)O)n12	-2.2	-4%	-16	1	6	2	0.2%	-2	3
CC(C)(C)c1nc2ccccc2c2nnc(SCC(=O)Nc3nc4ccccc4s3)n12	-0.3	-18%	6	2	-5	-19	1.1%	1	3
C=CCn1c(SCC(=O)N(CC)C2CCS(=O)(=O)C2)nc2ccccc2c1=O (stereo not given)	-0.5	-2%	17	2	4	1	9.8%	-5	8
CN(Cc1nccn1C)C(=O)CC1C(=O)NCCN1Cc1cccc(Oc2ccccc2)c1 (stereo not given)	0.3	-6%	10	0	0	0	-2.6%	-3	-2
Cc1nccn1CC(O)Cn1c2ccccc2c2ccccc21 (stereo not given)	1.4	-20%	28	13	-8	-15	-1.9%	4	-5
Cc1c(Cl)cnc(NC(=O)COC(=O)c2ccncc2)c1Cl	1.0	.	-5	2	-2	4	0.7%	-6	-15
O=C(NCCCN1CCOCC1)c1ccc2c(=O)n(Cc3ccccc3)c(=S)[nH]c2c1	1.0	1%	21	3	26	-15	1.2%	-3	4
CCCSc1nnc2c(n1)OC(c1sccc1C)Nc1ccccc1-2 (stereo not given)	-0.9	42%[activator]	10	-1	2	-1	3.7%	0	-1
Cc1c(C(=O)NCCN2C(=O)S/C(=C\c3cccnc3)C2=O)cccc1[N+](=O)[O-]	-0.7	-12%	1	1	10	-5	5.6%	0	3
O=C(COC(=O)CC1CCCC1)Nc1ccc(Cl)cn1	0.3	.	.	-1	-1	-6	-2.1%	-8	0
O=C(Nc1nc(-c2cccnc2)cs1)c1ccc([N+](=O)[O-])cc1	0.5	3%	-13	3	2	-18	2.7%	0	0
CCCCNC(=O)CSc1nc2ccc(C)cc2[nH]1	0.8	-10%	-1	1	17	-3	4.4%	-3	8
CN(C)CCN(C(=O)CCS(=O)(=O)c1ccccc1)c1nc2cc3c(cc2s1)OCO3	0.0	-15%	-16	5	3	-3	-3.1%	-4	4
Cc1cc(NC(=O)c2cc(C(C)C)on2)nn1Cc1ccc(Cl)cc1	0.1	-19%	11	8	-3	.	0.0%	-1	-10
CC(=O)OCc1cnc(C)c2oc(=O)c(C(=O)Nc3cc(F)ccc3C)cc12	0.6	-4%	-4	0	6	.	2.1%	4	6
NC(=O)CC[C@@H]1NC(=O)[C@H](CO)NC(=O)c2cc([N+](=O)[O-])cc(I)c2NCCCC[C@@H](C(N)=O)NC(=O)[C@H](Cc2ccc(O)cc2)NC1=O	0.2	-12%	10	0	3	.	4.1%	-6	2
CCC(=O)N(c1nnc(SCC(=O)Nc2ccc(N3CCOCC3)cc2)s1)C1CC1	-0.1	.	-14	0	-2	1	1.1%	-9	8
O=C(N/N=C/c1ccncc1)C12CC3CC(CC(C3)C1)C2	0.2	?	2	8	-3	-1	1.2%	-2	8
O=C(NC(=S)NCCc1ccccc1)c1ccccc1	-0.6	?	3	4	0	27	0.7%	-4	-1
CCOC(=O)N1CCN(Cc2nc3cc(NC(C)=O)ccc3n2C(C)C)CC1	0.1	-9%	-1	2	-4	1	1.4%	0	-7
Cc1cccc(NC(=O)c2ccc(NCC3CCCO3)c([N+](=O)[O-])c2)c1 (stereo not given)	-1.8	3%	-2	1	-5	-3	-0.6%	-5	-17
COc1cc2c(cc1OC)-c1cc(NC3CCCC3)nc(=O)n1CC2	-0.1	3%	-2	0	23	1	0.3%	-2	6
COc1ccc(Cc2nnc(SC)[nH]c2=O)cc1OC	1.0	-8%	5	3	-4	-3	-0.1%	-5	0
Following part:
SMILES	TRHR agonist	Anesthetic bind	D2 potentiator	D1 agonist	TRHR enhancer	RXFP1 antagonist	RXFP1 ag	D1 PAM	D1 antag
Cc1ccc(-c2nnn(CC(=O)N(c3ccccc3)C(C(=O)NC3CCCC3)c3ccncc3)n2)o1 (stereo not given)	0.2	-1%	3	1	4	8	-0.8%	-3	8
O=C(O)CSc1c(-c2ccccc2)[nH]c2ccccc12	-0.9	-1%	7	2	0	-13	-0.6%	2	21
Nc1ncnc2c1ncn2C1CCCC1	0.7	.	-4	-1	9	.	2.4%	4	0
CC(C)NC(=O)C1CCN(C2CCN(C(=O)c3ccc4cccc(F)c4n3)CC2)CC1	0.5	-3%	-6	0	2	-2	-0.1%	3	-9
CCOC(=O)CN1C(=O)S/C(=C/c2ccc3c(c2)n(C)c(=O)n3C)C1=O	0.5	-9%	3	1	-3	-2	0.1%	1	6
O=C(O)c1cccc(-n2cccc2/C=C2\NC(=O)N(Cc3ccc(F)cc3)C2=O)c1	0.1	-18%	20	1	5	-6	2.5%	-6	13
CC(NC(=O)c1ccc(CS(C)(=O)=O)cc1)c1ccc(-n2ccnc2)cc1 (stereo not given)	0.4	-3%	9	4	5	0	2.0%	-4	-3
O=C(/C=C\c1cn(-c2ccccc2)nc1-c1cccs1)N1CCOCC1	-0.2	-11%	25	0	-1	-2	0.2%	-2	8
Cc1ccc(CNc2cc(C)nc3nc(-c4ccc(C)cc4)nn23)cc1	0.3	-17%	-5	8	2	.	15%	0	-9
CN(C)C(=O)c1ccc(NC(=O)c2ccc(-c3ccc(Cl)cc3)o2)cc1	0.1	.	18	5	8	-8	-0.3%	5	-1
CCOC(=O)c1ccccc1NC(=O)c1cncc(Br)c1	-0.7	19%	.	2	6	-1	1.8%	-3	-4
O=C(CSc1nncs1)Nc1ccc(Cl)cn1	0.1	4%	-12	0	-2	-7	-0.8%	-6	-3
CCCc1cc(=O)n2[nH]c(NCc3ccc(CC)cc3)nc2n1	0.1	-5%	8	2	-5	-12	-0.5%	1	0
COc1ccc(C(=O)NCc2nnc(SCC(=O)Nc3nc4ccccc4s3)o2)cc1OC	0.1	-5%	7	1	8	-6	-0.1%	6	-26
O=C(O)c1ccc(Sc2nnnn2-c2ccccc2)c([N+](=O)[O-])c1	-0.1	-6%	-2	1	-3	12	-4.3%	1	4
Cn1c(=O)[nH]c(Nc2ccc(F)cc2)c([N+](=O)[O-])c1=O	0.6	-2%	.	5	26	5	-0.1%	-4	1
COc1ccc(N2CCN(C(=O)CCc3c[nH]c4ccccc34)CC2)cc1	-0.4	-5%	1	2	-7	-7	-0.1%	-3	16
CCNc1nc(-c2ccc(OC(F)F)cc2)c(C)s1	-1.3	-20%	6	1	1	-11	0.0%	-4	-9
COc1ccc(Cl)cc1C1CC(=O)Nc2cc3c(cc21)OCCO3 (stereo not given)	-0.7	6%	5	14	1	2	3.6%	-1	29
Cc1noc(-c2ccc(Cl)cc2)c1C(=O)O/N=C(\N)c1ccc(C(C)(C)C)cc1	0.3	-9%	.	4	6	-20	-0.6%	-1	9
C[C@@H]1C=C(C(=O)N2CCOCC2)O[C@H](OCc2ccc(CO)cc2)C1	0.0	0%	-1	-2	-4	.	-1.1%	0	14
CN(C)/C=C1\C(=O)N(c2ccc(Cl)c(Cl)c2)CS1(=O)=O	0.0	-1%	-1	0	2	-11	0.5%	-2	16
CCCn1c2ccccc2c2cnn(CC(=O)N3CCN(c4ccccc4)CC3)c(=O)c21	-0.5	3%	14	-1	3	5	-0.8%	-5	4
CCNC(=O)COc1ccc(/C=C2\COc3ccccc3C2=O)cc1OC	-1.8	-10%	21	3	-2	-14	-2.1%	-2	-1
CC(=O)c1cccc(NC(=S)NC(=O)c2cccc(C)c2)c1	1.8	-6%	-10	2	7	6	1.2%	-1	-14
Nn1c(SCc2cc([N+](=O)[O-])cc3c2OCOC3)nnc1-c1ccccn1	0.3	2%	-13	1	2	-1	7.4%	2	-4
CCc1ccc(NC(=O)CSc2nc(=O)n3cc(C)ccc3n2)cc1	-0.4	.	.	1	6	-4	12%	-2	-6
Cc1cc2c3c(c1C)C1(C(=O)N3C(C)(C)CC2C)C(C#N)=C(N)Oc2n[nH]c(C)c21 (stereo not given)	0.1	-14%	1	4	-1	-2	0.0%	0	13
N#Cc1cc(S(=O)(=O)c2ccc(F)cc2)c(N)[nH]c1=O	0.2	-3%	2	2	0	-3	1.0%	2	14
